Source: PubChem BioAssay (IUPUI and University of Michigan)
ST2 inh: inhibitors of human ST2 (IL1RL1) binding to IL-33, primary screen, biochemical, AlphaLISA; Interleukin-1 receptor-like 1 (Homo sapiens), Q01638; AlphaLISA ST2-Fc/biotin-IL-33 interaction, 1 h; inhibition, % for hits at 17 µM; actives 2.3% (n = 78,000); in the data active means inhibition above about 30%; inconclusive means mostly about 10% to 28%
Target sequence (Q01638 whole entry, looked up): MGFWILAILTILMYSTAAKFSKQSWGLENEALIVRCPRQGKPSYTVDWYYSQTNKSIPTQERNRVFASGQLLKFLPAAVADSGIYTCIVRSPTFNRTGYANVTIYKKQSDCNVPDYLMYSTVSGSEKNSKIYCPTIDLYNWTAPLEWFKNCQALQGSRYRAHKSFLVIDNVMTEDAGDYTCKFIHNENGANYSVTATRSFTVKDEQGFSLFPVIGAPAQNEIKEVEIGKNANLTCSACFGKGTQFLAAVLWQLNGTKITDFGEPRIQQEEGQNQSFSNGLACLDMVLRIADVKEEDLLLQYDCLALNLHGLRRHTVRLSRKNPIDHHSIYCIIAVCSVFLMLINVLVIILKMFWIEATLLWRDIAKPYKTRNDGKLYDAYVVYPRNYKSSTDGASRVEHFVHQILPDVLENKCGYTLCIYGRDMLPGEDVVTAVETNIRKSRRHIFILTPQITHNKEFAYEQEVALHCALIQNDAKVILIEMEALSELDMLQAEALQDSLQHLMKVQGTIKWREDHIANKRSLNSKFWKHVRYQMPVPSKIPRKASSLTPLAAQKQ
Starred values were filed as active, the others as inactive; i = inactive; ? = inconclusive. Only part of the results is shown; the hit share may differ from the screen's.

A first look, seven compounds:
SMILES | ST2 inh
CC1CCc2c(sc(NC(=O)c3cc(=O)c4ccccc4o3)c2C#N)C1 (stereo not given) | i
COc1ccc(C2Nc3ccccc3NC3=C2C(=O)CC(c2ccc(Cl)cc2)C3)cc1OC (stereo not given) | i
COc1cccc(NC(=O)c2ccc(=O)n(Cc3ccc(F)cc3)c2)c1 | i
O=C(NCCN1CCOCC1)c1ccc2c(c1)ncn2C1CCCCC1 | i
COC(=O)Nc1ccc(OCC(=O)N2CCOCC2)cc1 | i
CCNC(=O)c1cccc(-c2ccnc3c2ccn3C)c1 | i
CC(=O)NC(=O)c1cc2cc(Br)ccc2oc1=Nc1ccc(F)cc1 | i

All compounds of this part, from the first entry:
SMILES | ST2 inh
CC1CCc2c(sc(NC(=O)c3cc(=O)c4ccccc4o3)c2C#N)C1 (stereo not given) | i
COc1ccc(C2Nc3ccccc3NC3=C2C(=O)CC(c2ccc(Cl)cc2)C3)cc1OC (stereo not given) | i
COc1cccc(NC(=O)c2ccc(=O)n(Cc3ccc(F)cc3)c2)c1 | i
O=C(NCCN1CCOCC1)c1ccc2c(c1)ncn2C1CCCCC1 | i
COC(=O)Nc1ccc(OCC(=O)N2CCOCC2)cc1 | i
CCNC(=O)c1cccc(-c2ccnc3c2ccn3C)c1 | i
CC(=O)NC(=O)c1cc2cc(Br)ccc2oc1=Nc1ccc(F)cc1 | i
COC(=O)c1c(NC(=O)C(C)Oc2ccc(F)cc2)sc(C)c1C (stereo not given) | i
CCOc1ccc(S(=O)(=O)Nc2cc(F)ccc2F)c2cccnc12 | i
O=C(NCCSc1c[nH]c2ccccc12)c1cccs1 | i
COc1cc(NC(=O)Nc2nc3c(s2)C[C@]2(C)CC[C@@H]4[C@H](OC(=O)[C@H]4C)[C@H]2[C@@H]3C)cc(OC)c1 | i
CCOc1ccc(C(=O)N2CCN=C2SCc2ccc(C)cc2)cc1 | i
CCc1nc(C)c(C(=O)N(CC2COc3ccccc3O2)C(C)C)o1 (stereo not given) | ?
NC1=NC(=O)C(CC(=O)Nc2ccc(Oc3ccc(Cl)cc3)cc2)S1 (stereo not given) | i
CC(=O)Nc1ccc(C(=O)NCCCSc2nnc(C)s2)cn1 | i
O=C(NCc1ccco1)c1ccc2c(Cl)c3c(nc2c1)CCCC3 | i
COCCCNC(=O)c1cc2c(=O)n3ccccc3nc2n(C(C)C)c1=N | i
CCn1ccc(C(=O)NCc2cccnc2Oc2ccccc2F)cc1=O | i
N#CCSC1=Nc2ccccc2C2=NC(CCC(=O)NCc3ccc(F)cc3)C(=O)N12 (stereo not given) | ?
CC(C)(C)Cc1[nH]cnc1-c1ccccc1 | ?
Cc1ccc(C2(O)CCN(C(=O)c3cnc(C(C)C)[nH]c3=O)CC2)nc1 | ?
CC1=C(C(=O)OC2CCCC2)C(c2cccc(O)c2)NC(=O)N1 (stereo not given) | i
N#CCCN(CCc1ccccc1)S(=O)(=O)c1cccc2nsnc12 | ?
O=[N+]([O-])c1cc(C=Nc2ccc3c(c2)OCCO3)ccc1Br | i
O=c1ccc2cc(S(=O)(=O)N3CCC4(CCCNC4)C3)ccc2o1 (stereo not given) | i
NC(=O)c1oc2ccccc2c1NC(=O)c1nc2ccccc2s1 | ?
COCc1ccc(CN2CCCC(N(C)CCc3ccc(OC)c(OC)c3)C2)o1 (stereo not given) | i
CC(C)CNC(=O)c1cc2c(=O)n3ccccc3nc2n1C | i
CCN1C(=O)N(CCCc2cccnc2)C(=O)C12CCN(Cc1ccc3c(c1)CCO3)CC2 | i
O=C(NCc1csc(-c2cnccn2)n1)c1cc2ccccc2s1 | i

Fetched one by one from above:
SMILES | ST2 inh
O=C(NCc1csc(-c2cnccn2)n1)c1cc2ccccc2s1 | i
CC1=C(C(=O)OC2CCCC2)C(c2cccc(O)c2)NC(=O)N1 (stereo not given) | i

Remaining list, next part
SMILES | ST2 inh
O=C1CCCN1C1CCN(Cc2nnc(C3CC3)o2)CC1 | i
O=C(CN1CCCCC1)Nc1ncc(Cc2ccc(F)cc2)s1 | i
CCN1CCCC1CNC(=O)c1cc2c(-c3ccc(Cl)cc3)nn(C)c2s1 (stereo not given) | i
COC(=O)C1C(=O)C2=C(CC1C)NC(C)=C(C(=O)OC(C)C)C2c1ccc(C)cc1 (stereo not given) | i
CCOc1ccccc1NC(=O)c1cc(C(C)(C)C)oc1C | i
CCCN1CC(N2Cc3ncccc3C2=O)CC1=O (stereo not given) | i
Cc1cccc2nc(C(=O)N3CCc4c(cc(-c5ccncc5)c(=O)n4CCN4CCCCC4)C3)cn12 | i
Clc1ccc(CN2CCC(OCc3cccnc3)CC2)s1 | i
Cc1ccnc(CC(C)N(C)C(=O)C2CCCCC2)c1 (stereo not given) | ?
CCCCN(CC)S(=O)(=O)Cc1ccccc1 | i
Cc1ccc(NC(=O)CNC(=O)c2cnc3ccnn3c2C)c(F)c1 | i
Cc1ccc(S(=O)(=O)Nc2ccc(S(=O)(=O)Nc3cc(C)nc(C)n3)cc2)cc1 | i
Cc1ccc(-n2c(SCC(=O)Nc3nnc(C)s3)nc3c(c2=O)SCC3)cc1 | i
CC(C)(C)S(=O)(=O)c1ccccc1C=O | i
Nc1ccc(S(=O)(=O)Nc2nccc(/C=C/c3cccc(Cl)c3)n2)cc1 | i
CCN(CCNC(=O)CN1C(=O)/C(=C/c2ccccc2F)Sc2ccccc21)c1ccccc1 | 42%*
Clc1ccc(C(c2ccccc2Cl)C(Cl)Cl)cc1 (stereo not given) | i
Cc1cccc(-c2cnc(-c3ccncc3)nc2C2CCN(C(=O)c3ccc(F)c(F)c3)CC2)c1 | i
O=C1OC(c2ccc3c(c2)OCO3)=N/C1=C\c1ccccc1Br | i
c1cncc(-c2nnc3n2N=C(c2cccs2)CS3)c1 | ?
Cc1ccc(OCC(=O)Nc2cc(Cl)c(Cl)cc2Cl)cc1C | i
Oc1oc(-c2ccc(Cl)cc2)nc1C=Nc1ccccc1Br | 31%*
N#CSCc1ccc([N+](=O)[O-])cc1 | i
COCCC(=O)N1CCC(Oc2ccc(C(=O)NCc3ccon3)cc2)CC1 | i
O=C(Nc1cnc2n1CCCC2)c1ccc2sc3c(c2c1)CCNC3=O | i
CC(C)c1ccc(NC(=O)CN2C(=O)C3CCCCN3c3ccc(C(=O)N4CCOCC4)cc32)cc1 (stereo not given) | i
CCn1c(CC2CCN(Cc3cc(C#CCO)cs3)CC2)n[nH]c1=O | ?
O=S(=O)(Nc1ccc(F)cc1)c1cccc2cccnc12 | ?
COc1cc2[nH]c3c(=O)n(CC(=O)NCCc4ccc(S(N)(=O)=O)cc4)cnc3c2cc1OC | ?
Cc1n[nH]c(C)c1Sc1ccc(Br)cc1 | i

Structural class, those above containing an NH in an aromatic ring
SMILES | ST2 inh
O=C(NCCSc1c[nH]c2ccccc12)c1cccs1 | i
CC(C)(C)Cc1[nH]cnc1-c1ccccc1 | ?
Cc1ccc(C2(O)CCN(C(=O)c3cnc(C(C)C)[nH]c3=O)CC2)nc1 | ?
CCn1c(CC2CCN(Cc3cc(C#CCO)cs3)CC2)n[nH]c1=O | ?
COc1cc2[nH]c3c(=O)n(CC(=O)NCCc4ccc(S(N)(=O)=O)cc4)cnc3c2cc1OC | ?
Cc1n[nH]c(C)c1Sc1ccc(Br)cc1 | i

Next structures follow.
SMILES | ST2 inh
CCN(Cc1noc(C)n1)C(=O)c1cnc(Nc2ccccc2)nc1 | ?
O=[N+]([O-])c1cnc(-c2ccccc2)nc1 | ?
CCOc1ccccc1C1C2=C(CC(C)(C)CC2=O)Nc2ccccc2N1C(=O)c1ccccc1 (stereo not given) | i
O=C(c1cc(CN2CCc3ccccc3C2)on1)N1CCCCC1CCO (stereo not given) | i
Cc1nn(Cc2ccc(Cl)cc2)c(C)c1NC(=O)c1cc(-c2ccc3c(c2)OCO3)on1 | i
Cc1ccc(NC(=O)c2cnc3n(c2=O)CCS3)c(Br)c1 | ?
COc1ccc2c(c1)CCc1c(C(=O)Nc3ccc(F)cc3F)noc1-2 | i
Cc1ncsc1C(=O)N1CCOC(Cc2cccc(C(F)(F)F)c2)C1 (stereo not given) | i
Cc1[nH]cnc1-c1nccn1Cc1cccc(-n2cccn2)c1 | ?
CCCCNC(=O)C1CCC(Cn2c(=O)c3sccc3n(CC(=O)N3CCCC3)c2=O)CC1 (stereo not given) | i
CC1(C)CC(C#N)(N2CCOCC2)CCO1 (stereo not given) | i
Cc1nc(C2CCNCC2)cc(N2[C@@H]3CC[C@H]2CC(O)C3)n1 (stereo not given in full) | i
CN(C)CCOC(c1ccccc1)c1ccccc1 | i
COC(=O)c1c(C)oc2cc(Br)c(OCC(=O)OC(C)(C)C)cc12 | i
CCCCOc1ccc(C(=O)N(c2ccc(C(C)C)cc2)C2C=CS(=O)(=O)C2)cc1 (stereo not given) | i
c1cc2occc2c(-c2cc(NC3CCNCC3)nc3[nH]ccc23)n1 | ?
N[C@@H](Cc1ccc(O)c(O)c1)C(=O)O | i
COCCNC(=O)c1cc(-c2ccc3c(c2)OCO3)on1 | i
Cc1ccccc1Nc1c(-c2ccco2)nc2ccc(Br)cn12 | ?
COCCNC(=O)C[C@@H]1C[C@@H](C(C)C)[C@H](CNC(=O)c2cnccn2)C=C1C | i
NNc1nnc2c(n1)[nH]c1ccc(Br)cc12 | i
